BoNT A protease = BoNT/A light chain protease inhibitors, primary screen, biochemical, flow cytometry, MLPCN library. multiplex microsphere protease substrate cleavage. inhibition, % at 10 µM. hit rate 0.17% among 360,000; further: plate controls were buffer without enzyme for full effect and enzyme alone for no effect
Anthrax LF inh2 = Bacillus anthracis LF protease inhibitors, primary screen, biochemical, multiplex microsphere, MLPCN library. Lethal factor (Bacillus anthracis), P15917. multiplex microsphere protease cleavage assay. hit rate 0.12% among 360,000. inhibition, % at 10 µM. AID 588501, 2011; further: plate controls were buffer without enzyme for full effect and enzyme alone for no effect
FadD28 FP inh = inhibitors of FadD28 bisubstrate probe binding, primary screen, biochemical, fluorescence polarization, single point; hit rate 0.22% among 360,000; inhibition, % at 12.5 µM; Mycobacterium tuberculosis FadD28 fatty-acid-AMP ligase; in the data active means inhibition above about 8.5%, passing the limit was not always enough; inconclusive means no clear call, values can overlap the other calls
GDH-TPI inh = GDH-TPI coupling enzyme inhibitors, primary screen, artefact control for M. tuberculosis FBA inhibitor project, biochemical, absorbance, full deck | AID 588335, 2011 | hit rate 1.2% among 360,000 | inhibition, % at 4.8 µM | GDH-TPI coupled enzyme counterscreen, NADH absorbance; in the data active means inhibition above about 30%;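 further: 0% = DMSO wells and 100% = wells lacking the enzyme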
BoNT-F LC inh = BoNT/F light chain protease inhibitors, primary screen, biochemical, flow cytometry, MLPCN library; Multiplex microsphere protease cleavage assay; inhibition, % at 10 µM; AID 588497, 2011; hit rate 0.22% among 360,000; in the data active means inhibition above about 35%, passing the limit was not always enough; inconclusive means no clear call, values can overlap the other calls; further: plate controls were buffer without enzyme for full effect and enzyme alone for no effect
Mtb BioA inh = M. tuberculosis BioA enzyme inhibitors, primary screen, biochemical, plate reader, single point, HTS; 7,8-diaminopelargonic acid synthase BioA (Mycobacterium tuberculosis); purified M. tuberculosis BioA enzyme; inhibition, % at 9.99 µM; hit rate 0.096% among 360,000; AID 602481, 2012; in the data active means inhibition above about 40%; inconclusive means no clear call, values can overlap the other calls
UGM FP inh = M. tuberculosis UGM enzyme inhibitors, primary screen, biochemical, fluorescence polarization, single point; UDP-galactopyranose mutase (Mycobacterium tuberculosis (strain ATCC 25618 / H37Rv)), …; purified UGM, fluorescence polarization probe displacement; inhibition, % at 10 µM; hit rate 0.06% among 320,000; AID 504406, 2011; in the data active means inhibition above about 10%, passing the limit was not always enough; inconclusive means no clear call, values can overlap the other calls
Target sequence (P9WIQ1 whole entry, looked up): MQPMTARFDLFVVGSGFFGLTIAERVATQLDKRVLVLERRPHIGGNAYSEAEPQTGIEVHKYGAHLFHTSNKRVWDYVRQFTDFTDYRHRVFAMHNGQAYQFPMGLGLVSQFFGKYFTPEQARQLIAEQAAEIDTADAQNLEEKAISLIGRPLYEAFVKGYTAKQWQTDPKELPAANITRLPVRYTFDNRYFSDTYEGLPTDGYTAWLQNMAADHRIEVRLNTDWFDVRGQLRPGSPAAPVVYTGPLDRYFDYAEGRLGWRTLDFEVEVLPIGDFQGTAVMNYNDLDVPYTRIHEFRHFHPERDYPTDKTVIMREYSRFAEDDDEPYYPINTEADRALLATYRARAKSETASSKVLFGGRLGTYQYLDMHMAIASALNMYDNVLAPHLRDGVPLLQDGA
PfHsp40 yeast = rescue of yeast from PfHsp40 toxicity, primary screen, S. cerevisiae, ATP luminescence; AID 504582, 2011; S. cerevisiae expressing PfHsp40, growth rescue; hit rate 0.68% among 340,000; growth rescue, % at 12.5 µM; in the data active means growth rescue above about 28%, passing the limit was not always enough; inconclusive means no clear call, values can overlap the other calls;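 further: yeast W303a lacking pdr1 and pdr3 grown in galactose medium; growth measured after three days at 30 °C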
Mtb FBA inh = Mtb FBA enzyme inhibitors, primary screen, biochemical, fluorescence, strain H37Rv | Fructose-bisphosphate aldolase (Mycobacterium tuberculosis (strain ATCC 25618 / H37Rv)), … | purified M. tuberculosis FBA, fluorescence read-out | inhibition, % at 1 µM | hit rate 2.3% among 360,000 | AID 588726, 2011; in the data active means inhibition above about 27%;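 further: 0% = vehicle and 100% = reference inhibitor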
Target sequence (P9WQA3 whole entry, looked up): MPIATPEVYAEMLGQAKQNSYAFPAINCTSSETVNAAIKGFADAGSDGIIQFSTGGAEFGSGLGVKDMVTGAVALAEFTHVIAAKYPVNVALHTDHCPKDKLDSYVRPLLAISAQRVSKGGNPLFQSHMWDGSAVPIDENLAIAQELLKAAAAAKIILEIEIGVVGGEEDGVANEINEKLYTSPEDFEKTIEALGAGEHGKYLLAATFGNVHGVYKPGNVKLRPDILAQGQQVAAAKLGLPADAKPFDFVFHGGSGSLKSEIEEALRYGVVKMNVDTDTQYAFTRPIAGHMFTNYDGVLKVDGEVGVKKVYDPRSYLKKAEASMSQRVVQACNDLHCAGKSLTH
Numbers without * were called inactive; ? = inconclusive; / = no result given. Unless noted, no stated cut-off is given here; in the data, active means inhibition above about 30%; inconclusive means no clear call, values can overlap the other calls; inactive means below that.

Molecule | BoNT A protease | Anthrax LF inh2 | FadD28 FP inh | GDH-TPI inh | BoNT-F LC inh | Mtb BioA inh | UGM FP inh | PfHsp40 yeast | Mtb FBA inh
O=C(CCCN1C(=O)/C(=C\c2cccs2)SC1=S)Nc1ccc(O)cc1C(=O)O | 0.2 | 0.1 | 3.5 | 11.8 | 8.3 | 5.8 | 2.2 | 0.0 | -13.1
COc1ccc(C(CNC(=O)COc2ccccc2)N2CCOCC2)cc1 (configuration not stated) | -0.4 | -1.2 | -0.4 | 6.5 | -4.4 | 1.4 | -3.0 | -0.8 | -1.9
CCCN(CCC)C(=O)C(c1ccccc1)C1(O)CCCCC1 (configuration not stated) | 0.5 | -0.8 | -0.7 | 14.1 | 2.2 | -0.8 | / | 2.3 | 3.2
O=C(c1cccc([N+](=O)[O-])c1)c1ccccn1 | -0.5 | -0.8 | -1.8 | 2.9 | -2.9 | / | -0.3 | -0.1 | -0.1
Cc1c(NS(=O)(=O)c2cccc(C(=O)NCc3ccncc3)c2)c(=O)n(-c2ccccc2)n1C | 0.0 | 2.9 | -4.2 | 1.7 | -5.1 | -0.1 | 0.8 | -0.3 | -0.9
C/C=C/Cn1c(N2CCCCCC2)nc2c1c(=O)[nH]c(=O)n2C | 0.2 | -0.4 | -3.0 | 5.7 | -3.3 | -1.0 | 1.9 | -1.0 | 0.5
CCCCNC(=O)Nc1cc(C)on1 | -2.8 | 0.2 | -4.7 | -7.0 | -5.6 | -2.1 | 0.2 | 0.2 | 0.4
Cc1ccc(NC(=O)COc2ccc(Cl)cc2Cl)cc1S(=O)(=O)N1CCOCC1 | 4.0 | -2.9 | 0.3 | 6.4 | -11.2 | -1.5 | / | 3.9 | 3.8
COc1cc(NC(=O)CN2C(=O)c3ccccc3S2(=O)=O)cc(OC)c1 | -0.9 | -6.0 | -4.8 | -2.9 | -10.0 | -0.8 | -0.4 | -0.3 | 0.1
Cc1ccccc1NC(=O)CN1C(=O)NC(C)(c2ccc3c(c2)OCO3)C1=O (configuration not stated) | -0.4 | -3.2 | 0.4 | 7.4 | -2.4 | 0.4 | -0.4 | 35.3* | 3.6
COc1ccc(OC)c(NC(=O)COC(=O)CCc2ccc(S(=O)(=O)N3CCOCC3)cc2)c1 | -0.7 | -0.9 | / | -6.1 | -2.7 | -1.0 | -1.5 | 2.7 | 1.9
CCOC(=O)c1ccc(NC(=O)CSc2nnc(CNc3ccc(OC)cc3)n2C)cc1 | -0.5 | -5.7 | 0.3 | -8.8 | 0.3 | / | 2.7 | -0.2 | -3.2
Cc1cc(C)cc(NCCC#N)c1 | 0.2 | -0.4 | -1.7 | 3.3 | -0.7 | / | -2.6 | 0.9 | 2.4
CC(C)(C)c1cc(C(=O)NNc2cccc(Cl)c2)n(Cc2ccccc2)n1 | -0.7 | -3.0 | -1.0 | -2.9 | -11.0 | -1.1 | 0.7 | 1.2 | 0.4
CCOC(=O)c1cc2cc([N+](=O)[O-])ccc2oc1=O | -0.1 | 2.4 | 0.4 | 11.9 | -0.8 | -1.4 | -2.6 | 0.0 | -1.2
O=[N+]([O-])c1ccccc1/C=N/N1CCN(Cc2ccccc2)CC1 | -0.2 | 12.0 | -1.7 | 4.3 | -5.2 | 0.2 | 0.5 | -0.4 | 4.3
O=C(Nc1ccc(N2CCOCC2)cc1)Nc1ccc2nc(-c3ccco3)c(-c3ccco3)nc2c1 | 0.3 | -7.4 | -1.7 | 16.8 | -11.1 | -2.1 | 0.3 | 2.4 | -1.2
COCCCN=C1NN=C(c2cc(C)n(Cc3ccco3)c2C)CS1 | 1.7 | -1.1 | -2.8 | 18.9 | -23.1 | / | -1.5 | -0.6 | 0.1
COc1ccc(CC(=O)NCc2ccccc2F)cc1S(=O)(=O)N1CCOCC1 | -0.2 | -1.6 | -0.7 | -0.4 | -1.8 | 0.1 | / | / | -1.5
C=CCn1c(SC)nccc1=O | 0.7 | 2.9 | -4.0 | -4.1 | 4.9 | -1.9 | / | -1.5 | -4.9
O=C(/C=C/c1ccc(Cl)cc1)N1CCN(c2ccc(Cl)cc2[N+](=O)[O-])CC1 | -0.4 | -2.9 | 1.1 | 2.3 | -8.4 | 0.9 | -3.7 | -0.6 | -1.0
c1ccc(N=P(c2nc3ccccc3o2)(N2CCOCC2)N2CCOCC2)cc1 | -0.2 | -9.4 | -0.6 | 5.7 | 5.9 | -2.1 | -1.1 | -1.2 | 4.4
O=C(c1ccccc1Cl)N1CCCC(c2nc3c(nnn3Cc3ccccc3)c(=O)[nH]2)C1 (configuration not stated) | -1.7 | -0.8 | -2.2 | 4.9 | -21.9 | / | -0.4 | -0.3 | 3.2
CCN(CC)S(=O)(=O)c1cccc(NC(=O)CN2C(=O)NC3(CCOc4ccccc43)C2=O)c1 (configuration not stated) | -3.3 | 6.9 | -3.5 | 10.9 | 4.8 | -1.3 | / | -2.3 | 4.5
COc1ccc(C(=O)NCC(=O)OCC(=O)Nc2ncc(Cl)cc2Cl)cc1[N+](=O)[O-] | 0.0 | 1.4 | -2.1 | -8.0 | 3.7 | 25.2 | 1.1 | -3.5 | 2.2
Cc1nc(N)sc1-c1csc(Nc2ccc(Cl)cn2)n1 | 11.7 | -4.6 | -0.1 | -5.0 | 10.9 | 1.8 | 3.8 | 0.6 | 8.3
O=C(Cc1ccc(S(=O)(=O)N2CCOCC2)s1)Nc1nc2c(s1)CCCC2 | 0.8 | -4.3 | 0.9 | 10.7 | -19.2 | -8.2 | 2.9 | -0.9 | 3.6
CC(C)OC(=O)CN1CCN(C2c3ccccc3-c3ccccc32)CC1 | 0.0 | -0.3 | -2.4 | 6.8 | -5.2 | -0.1 | 0.3 | -0.6 | 0.1
CCOC(=O)N1CCN(C(=S)NC(=O)c2nn(C)cc2Br)CC1 | 0.1 | -2.6 | -2.1 | 4.4 | -2.4 | -0.7 | -1.2 | -0.9 | 2.0
Cc1ccc(Oc2nc(CN3CCOCC3)nc3sc4c(c23)CCC(C)C4)cc1 (configuration not stated) | -1.3 | -1.6 | -2.8 | -3.3 | -4.1 | -0.4 | -2.9 | -1.2 | -0.8
CCC1(C)N=C(c2ccc3c(c2)OCO3)CC(c2ccccc2O)N1 (configuration not stated) | 0.4 | 1.1 | -4.7 | 23.7 | -12.7 | -0.7 | 1.3 | 1.1 | -3.9
COc1ccc(Cl)cc1S(=O)(=O)N1CCN=C1C | -0.5 | -3.3 | -5.9 | -4.8 | -9.5 | -1.4 | 3.0 | -0.5 | -0.3
Cc1ccc(-c2nc(NCCN3CCOCC3)c3ccccc3n2)cc1 | -0.3 | -1.6 | -3.8 | 9.8 | -2.5 | 0.3 | 1.5 | -0.1 | -1.2
CN1CCCC(OC(=O)c2ccc(S(=O)(=O)N(C)C)cc2)C1 (configuration not stated) | -2.1 | -11.9 | -1.9 | 0.0 | -31.8 | / | -1.9 | -0.8 | -0.1
CCCN1CCC(NC(=O)Cc2ccc(C)cc2)CC1 | -0.4 | -9.9 | -1.2 | 7.5 | -5.8 | -4.6 | 0.3 | -0.8 | -0.6
CCCN1C(=O)c2cc(C(=O)Nc3ccccc3CC)ccc2C1O (configuration not stated) | -1.3 | -19.4 | 0.4 | 10.1 | -16.0 | 1.1 | 1.3 | -0.6 | 2.0
COc1ccc(Cl)cc1C(=O)CSc1nnnn1C1CCCCC1 | -1.5 | 4.1 | -2.6 | -13.4 | -7.0 | 1.7 | -1.7 | 7.2 | -11.0
Cc1ccc(C(CNS(=O)(=O)c2ccccc2)N2CCN(C)CC2)cc1 (configuration not stated) | -2.0 | -0.1 | -2.4 | -1.1 | 8.0 | -0.5 | -0.8 | -2.1 | 2.5
CC(C)(C)c1cc(NC(=O)COC(=O)c2ccccc2)n(-c2ccccc2)n1 | -0.4 | -8.8 | -0.5 | 3.6 | -6.8 | -0.1 | / | / | 0.8
COc1ccc(C(=O)Nc2ccc3c(c2)nc2n3CCSC2)cc1 | 6.9 | 2.4 | -2.5 | -2.5 | 38.1* | 4.6 | -2.8 | 2.3 | -3.5
COc1ccccc1NC(=O)N1C[C@@H]2C[C@@H](C1)c1cccc(=O)n1C2 | -0.7 | 2.9 | 0.6 | 8.8 | -14.4 | -2.8 | -0.3 | -0.8 | 1.4
COc1ccc2nc(N3CCCCC3)c(/C=C3\SC(=S)NC3=O)cc2c1 | 4.2 | 11.7 | ? | -0.8 | 14.0 | 2.7 | 2.5 | 0.5 | 3.3
CCOC(=O)c1ccccc1NC(=O)CSc1nc2c(sc(=S)n2CC)c(=O)[nH]1 | 1.3 | -3.6 | -6.9 | 11.6 | 10.4 | 3.2 | / | -0.3 | 0.0
Cc1ccc(CSCc2ccc(C(=O)NCCCN3CCOCC3)o2)cc1 | 0.0 | -1.9 | -2.5 | 7.4 | 1.2 | -0.4 | -1.0 | 0.0 | -3.2
COc1cccc(NC(=O)CN(C)C(=O)C2=COCCO2)c1 | 4.3 | 0.9 | -1.9 | 2.8 | 13.4 | -1.0 | / | 1.5 | 4.3
CC(=O)Nc1ccc2nc(NC(=O)CN3CCOCC3)sc2c1 | -4.4 | 5.8 | 1.2 | 3.3 | 4.7 | -1.7 | 0.0 | -0.9 | 2.6
COc1ccc(-c2csc(NC(=S)NC(=O)c3cc4ccccc4o3)n2)cc1Br | 1.2 | 1.5 | -2.1 | 1.5 | 9.6 | -1.1 | -0.2 | 0.6 | -1.8
CN1CCN(CCCN(Cc2ccco2)C(=S)Nc2ccc(Cl)cc2)CC1 | -0.7 | -0.3 | -1.9 | -6.2 | -0.9 | / | -0.7 | -1.3 | -0.9
COc1ccc(CCNC(=O)C(=O)NCC2OCCN2S(=O)(=O)c2ccc(Cl)cc2)cc1 (configuration not stated) | 0.7 | 6.2 | 0.2 | -10.0 | -2.0 | 0.0 | -2.4 | -0.2 | 0.9
c1ccc(COc2ccc(OCCN3CCCC3)cc2)cc1 | 0.3 | -0.2 | -1.3 | 4.3 | -10.5 | / | / | -1.6 | 3.4
COc1cccc(CNC(=O)c2ccc(NC(=O)CC3SC(N4CCCC4)=NC3=O)cc2)c1 (configuration not stated) | -0.1 | -3.8 | -1.3 | 1.8 | -4.8 | 0.2 | -0.5 | -0.3 | 5.1
COc1ccc(CCNC(=O)C2CCC(=O)N(C3CC3)C2)c(OC)c1 (configuration not stated) | -4.4 | -4.5 | -1.2 | 1.4 | -9.0 | -0.8 | 2.3 | -0.1 | -1.8
CCOC(=O)CN/C=C(\C#N)c1ccccc1 | -0.7 | -1.5 | -0.5 | 9.7 | 1.8 | / | 1.1 | -1.8 | -1.4

Some of the entries above, reformatted.
Below each compound – BoNT A protease, Anthrax LF inh2, FadD28 FP inh, GDH-TPI inh, BoNT-F LC inh, Mtb BioA inh, UGM FP inh, PfHsp40 yeast, Mtb FBA inh
c1ccc(COc2ccc(OCCN3CCCC3)cc2)cc1
 : 0.3, -0.2, -1.3, 4.3, -10.5, /, /, -1.6, 3.4
COc1cccc(CNC(=O)c2ccc(NC(=O)CC3SC(N4CCCC4)=NC3=O)cc2)c1 (configuration not stated)
 : -0.1, -3.8, -1.3, 1.8, -4.8, 0.2, -0.5, -0.3, 5.1
